# MEKK3 PB1 HTS = MEKK3-MEK5 PB1 interaction, increase or decrease. actives 1.4% (n = 290,000). bead-based flow cytometry, Alexa488-MEK5 binding to MEKK3; actives lie on both sides; 0 = blocked by unlabeled MEK5, 100 = vehicle. binding response (% of control), % at 10 µM. AID 1529;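 active = binding response more than 3 SD above or below the average of its plate-row segment, actives on both sides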;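 note: Alexa488 bead fluorescence after subtracting the streptavidin-only scavenger bead signal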
# Target sequence (Q99759 whole entry, looked up): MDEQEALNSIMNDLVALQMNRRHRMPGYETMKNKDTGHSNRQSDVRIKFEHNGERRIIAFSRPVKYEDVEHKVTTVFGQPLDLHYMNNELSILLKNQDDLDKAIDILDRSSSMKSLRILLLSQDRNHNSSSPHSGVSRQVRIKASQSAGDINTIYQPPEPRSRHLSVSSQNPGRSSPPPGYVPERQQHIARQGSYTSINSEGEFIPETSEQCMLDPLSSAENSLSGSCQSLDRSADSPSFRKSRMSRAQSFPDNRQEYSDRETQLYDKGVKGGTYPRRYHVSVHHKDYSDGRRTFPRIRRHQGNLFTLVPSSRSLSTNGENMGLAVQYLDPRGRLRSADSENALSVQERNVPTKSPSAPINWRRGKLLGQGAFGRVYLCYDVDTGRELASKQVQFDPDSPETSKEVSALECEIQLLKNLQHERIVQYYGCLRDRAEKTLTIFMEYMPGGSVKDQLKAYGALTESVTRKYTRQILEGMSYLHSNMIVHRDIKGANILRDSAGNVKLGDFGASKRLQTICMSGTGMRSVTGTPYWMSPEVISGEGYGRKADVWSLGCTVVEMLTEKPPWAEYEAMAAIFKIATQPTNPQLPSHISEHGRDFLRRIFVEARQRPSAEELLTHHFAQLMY
# PHOSPHO1 block = PHOSPHO1 (human) inhibition. Q8TCT1. recombinant PHOSPHO1, absorbance phosphatase assay. inhibition, % at 13.3 µM. actives 1.1% (n = 290,000). AID 1565; in the data active = inhibition above about 60%
# Target sequence (Q8TCT1 whole entry, looked up): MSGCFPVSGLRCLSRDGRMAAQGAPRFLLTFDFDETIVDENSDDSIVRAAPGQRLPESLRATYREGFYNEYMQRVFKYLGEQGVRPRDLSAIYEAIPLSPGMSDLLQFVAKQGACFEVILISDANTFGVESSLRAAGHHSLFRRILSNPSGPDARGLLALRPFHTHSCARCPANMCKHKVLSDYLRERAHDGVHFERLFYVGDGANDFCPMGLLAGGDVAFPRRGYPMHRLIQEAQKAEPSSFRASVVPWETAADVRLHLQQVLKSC
# IMP-1 inhibitor = inhibitors of Pseudomonas aeruginosa IMP-1 metallo-beta-lactamase; purified IMP-1, nitrocefin hydrolysis, epi-absorbance fluorescence; inhibition, % at 5.6 µM; actives 0.45% (n = 290,000);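 active = inhibition above the mean plus 3 SD of all compounds in the same screening run, cut at about 4.5% in these data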;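 note: 0% = IMP-1 with DMSO and 100% = DMSO wells lacking enzyme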
#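 assay system = purified recombinant IMP-1 metallo-beta-lactamase enzyme | schedule = 15 min preincubation plus 25 min reaction at 25 °C | signal = Epi-absorbance fluorescence, 480 nm excitation, 530 nm emission | read-out basis = percent inhibition from optical density relative to buffer-blank wells | controls = IMP-1 with DMSO as 0%, enzyme-free DMSO as 100%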
# HCV NS3 hel inh = inhibitors of Hepatitis C virus NS3 helicase; inhibition, % at 10.9 µM; NS3 helicase DNA unwinding, Cy5 molecular beacon fluorescence; AID 1800; actives 0.56% (n = 290,000);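 active = inhibition above the mean of all tested compounds plus 3 SD, set per campaign, cut at about 35% in these data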;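 note: 0% = DMSO wells and 100% = thioflavine S control wells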
#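 Material: hepatitis C virus NS3 helicase domain fragment enzyme; measured by: Cy5 fluorescence, 0 and 60 min reads; control set: DMSO and thioflavine S; incubation: 60 min unwinding reaction at 25 °C after ATP addition; read-out basis: % inhibition from 60/0 min fluorescence ratio, DMSO 0%, thioflavine S 100%; repeats: singlicate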
# FID counter = fluorescent intercalator displacement, NS3 helicase counter-screen; inhibition, % at 7.9 µM; DNA fluorescent intercalator displacement, fluorescence; actives 0.17% (n = 290,000); AID 1845; in the data active = inhibition above about 37%;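 note: 0% = vehicle and 100% = reference compound; higher means more ethidium bromide displaced from hairpin DNA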
# VIM-2 inhibitor = blocks Pseudomonas aeruginosa VIM-2 metallo-beta-lactamase. purified VIM-2, nitrocefin hydrolysis, epi-absorbance fluorescence. inhibition, % at 5.6 µM. actives 0.89% (n = 290,000). AID 1527;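 active = inhibition above the mean of all tested compounds plus 3 SD, cutoff set per screening run, cut at about 7.5% in these data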;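 note: red hydrolysis product quenches plate fluorescence so inhibitors raise well fluorescence; 0% = enzyme with DMSO and 100% = DMSO without enzyme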
# IDE cell activ = IDE (human) activation, cell-based | HEK cells, FAbeta-B cleavage, fluorescence polarization; 0% vehicle, 100% cell-free pure enzyme wells | P14735 | activation, % at 5.96 µM | actives 0.073% (n = 340,000);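 active = activation above the mean of all tested compounds plus 3 SD, set per screening campaign, cut at about 17% in these data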
# SUMO HTRF inh = SUMOylation inhibition; P63279; HTRF SUMOylation assay, SAE1/SAE2 + UBC9, in vitro; inhibition, % at 35 µM; actives 0.36% (n = 290,000); AID 2006; in the data active = inhibition above about 50%, passing the limit was not always enough; note: strong numbers were not always called active
# Target sequence (P63279 whole entry, looked up): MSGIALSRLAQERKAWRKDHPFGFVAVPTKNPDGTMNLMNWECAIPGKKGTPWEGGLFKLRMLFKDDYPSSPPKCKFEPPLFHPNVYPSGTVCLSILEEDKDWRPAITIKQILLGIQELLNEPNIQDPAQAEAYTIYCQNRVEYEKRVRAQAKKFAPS
# p-CIP stab down = compounds decreasing mouse p/CIP protein stability | AID 1984 | actives 0.01% (n = 290,000) | Q05BA5 | decrease of EGFP signal, % at 10 µM | F442A p/CIP-EGFP cells, EGFP fluorescence, 16 h;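 active = EGFP signal decrease of at least 30% at 10 µM or well 3 SD below plate mean, unless failing retest; inactive = the rest, including hits failing retest or dose response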; note: some compounds called inactive have numbers as strong as hits; many of its hits are not listed in these tables
# * hit, by the source's call; . = not tested or not shown.
nr	SMILES	MEKK3 PB1 HTS	PHOSPHO1 block	IMP-1 inhibitor	HCV NS3 hel inh	FID counter	VIM-2 inhibitor	IDE cell activ	SUMO HTRF inh	p-CIP stab down
1	O=C(c1ccc(Cl)c(S(=O)(=O)Nc2ccc(F)cc2)c1)N1CCN(c2ccccn2)CC1	99.0	45.8	-1.3	-11.5	-29.4	-1.6	5.8	23.6	-4.9
2	O=C(O)/C=C1\NC(=O)c2ccccc21	103.0	5.4	-2.0	-2.8	3.4	-2.6	3.3	9.5	-2.8
3	CCOc1ncccc1C(=O)N1CCN(C(c2ccccc2)c2ccccc2)CC1	103.0	16.8	-3.1	-3.1	-34.0	-2.6	-1.7	6.8	-6.3
4	CC(SC1=NCCN1S(=O)(=O)c1ccccc1)c1ccccc1 (stereo not given)	103.0	61.0*	-3.1	-8.9	-23.9	-2.8	4.9	0.0	-9.8
5	C/C(=N\N=C1\NC(=O)C(CC(=O)Nc2ccc(C)c(Cl)c2)S1)C(C)C (stereo not given)	122.0	0.3	-1.3	-1.1	-8.8	-3.5	6.7	1.6	19.2
6	S=C(Nc1ccccc1)N1CCN(C/C=C/c2ccccc2)CC1	114.0	32.8	-2.7	7.8	1.7	-0.9	-2.8	-0.4	-11.1
7	Cc1ccc(S(=O)(=O)N(Cc2ccccc2)c2ccccc2C(=O)Nc2ccccc2C(=O)NCc2ccco2)cc1	116.0	13.4	-3.5	-3.8	-18.5	-3.9	-0.4	0.6	0.8
8	Cc1ccc(C(=O)NC2CCc3ccccc3C2=O)cc1 (stereo not given)	96.0	4.0	-0.3	-0.7	-3.2	-0.8	4.2	0.8	5.1
9	C=CCN(C(=O)CNC(=O)c1ccco1)C(C(=O)NC1CCCC1)c1ccc(OC)cc1 (stereo not given)	102.0	-19.4	-0.1	4.5	-25.2	-1.4	-3.1	-9.2	-7.9
10	Cc1nn(C)c(Cl)c1CN1CCC(CO)(CCOc2ccccc2)CC1	96.0	10.2	-2.9	1.8	2.4	0.5	3.1	15.1	-4.9
11	O=c1[nH]c(N2CCc3ccccc3C2)nc2c1CCC2	98.0	5.7	-0.9	-30.9	-4.0	-0.2	2.1	7.2	12.7
12	O=C(NCCN1CCOCC1)/C(=C/c1ccco1)NC(=O)c1ccccc1	97.0	.	-3.1	6.9	-7.5	-2.6	-1.6	4.8	-7.5
13	COc1cc(C(=O)NC(C)c2cccc3ccccc23)cc(OC)c1OC (stereo not given)	106.0	29.5	-3.6	3.9	-35.1	-1.9	-0.6	-7.2	8.0
14	COc1cc2c(cc1OC)CN(C(=O)Nc1ccccc1Cl)CC2	101.0	36.0	-1.2	5.7	-18.1	-2.5	-0.8	6.7	2.4
15	CN1CCN(c2ccccc2NC(=S)NC(=O)c2cc3ccccc3o2)CC1	104.0	27.6	-0.7	-23.8	15.7	3.0	6.4	4.7	-5.0
16	Cc1n[nH]c(C)c1S(=O)(=O)N1CCC(C(=O)N2CCn3c2nc2ccccc23)CC1	83.0	-1.4	-3.2	-2.7	-15.8	-1.6	6.2	7.2	-9.1
17	O=C(/C(=N\Nc1ccc(Br)cc1)Sc1nnnn1-c1ccccc1)c1ccccc1	130.0*	-1.3	-2.0	2.9	-7.0	-1.1	-1.0	13.4	3.8
18	Cc1ccc2occ(-c3nn[nH]n3)c(=O)c2c1	104.0	2.6	-5.1	6.6	-0.9	2.2	0.3	-6.4	6.9
19	N#Cc1nc(Cc2cccc3ccccc23)oc1N1CCCCC1	105.0	22.0	-3.8	-9.2	-2.2	-5.3	6.6	-1.9	-1.5
20	O=C(O)Cc1nc2nc3c(c(=O)n2[nH]1)CCCC3	93.0	-41.8	-3.0	0.1	-1.7	-2.2	-2.0	-1.8	0.7
21	COc1ccc(C(=O)C2CCCN(S(=O)(=O)C(C)C)C2)c(C)c1 (stereo not given)	99.0	39.5	0.2	-9.9	-7.8	-0.8	1.6	14.0	-17.6
22	COC(=O)c1[nH]c2ccc(Cl)cc2c1NC(=O)Oc1ccccc1	110.0	11.1	-0.8	1.1	-2.2	2.6	2.2	28.1	3.9
23	COc1ccc(C(=O)NC2CC(C)(C)Cc3c2cnn3-c2ccccc2)cc1OC (stereo not given)	101.0	43.5	-3.4	2.0	-50.3	-2.9	2.4	-0.1	-7.0
24	CCC(C)[C@H](NC(=O)N1CC(=O)Nc2ccccc21)C(=O)N1CCC[C@H]1C(=O)O (stereo not given in full)	100.0	13.5	-3.1	7.7	-6.9	-3.0	0.7	21.6	-8.2
25	Cc1nn(C)cc1C(C)NC(=O)c1cc(COc2cccc3cnccc23)on1 (stereo not given)	96.0	28.0	-2.5	0.2	-23.2	0.4	3.2	4.4	-2.0
26	O=C(O)c1ccc2c(c1)-c1cc(C(=O)O)ccc1S2(=O)=O	100.0	6.9	-4.2	1.7	8.1	-3.5	5.8	.	-6.7
27	COc1ccc(N(CC(=O)NC2CCCC2)C(=O)Cn2nnc(-c3ccc(F)cc3)n2)cc1OC	92.0	-8.3	-4.0	9.0	-0.5	-2.1	8.3	8.5	-2.7
28	COc1ccc(S(=O)(=O)Cc2ccc(C(=O)NC3CCCC3)o2)cc1	96.0	-2.0	-7.0	0.2	-8.1	-4.4	-3.0	19.5	2.0
29	CCOc1ccc(CCNC(=O)CCCN2C(=O)c3ccccc3C2=O)cc1OCC	98.0	-17.0	-2.2	-0.7	-35.8	-4.8	2.9	-7.8	7.7
30	O=C(O)C1CSCN1S(=O)(=O)c1cccc2nsnc12 (stereo not given)	106.0	16.6	.	.	.	.	-4.8	-1.2	-17.4
31	CC(C)(C)CC(C)(C)NC(=O)c1ccc2snnc2c1	104.0	27.3	-2.2	1.1	-20.1	-1.4	-2.8	-9.0	3.3
32	CNC(=S)N(CCc1cccc(C)c1)Cc1cc2cc(OC)c(OC)cc2[nH]c1=O	102.0	-9.7	-2.6	-4.5	-18.7	-0.1	4.7	14.5	-0.3
33	C=CCn1c(CCCNC(=O)C(C)(C)C)nc2ccccc21	110.0	-20.9	-1.0	-7.5	-4.9	1.4	1.7	2.4	-3.4
34	O=C(c1ccccc1)N1CCN(Cc2c[nH]c3ccccc23)CC1	102.0	-7.9	-1.8	4.8	1.0	-0.5	3.8	1.1	0.1
35	Cc1ccc(C)c(C(=O)CCC(=O)N2CCN(c3ncccn3)CC2)c1	101.0	37.1	-2.9	9.4	-32.4	-0.7	5.6	7.6	6.6
36	S=c1[nH]nc(-c2cccnc2)o1	106.0	89.5*	-3.2	0.9	4.2	-1.1	1.3	19.2	7.8
37	Cc1ccc(S(=O)(=O)Nc2ccc(NC(=O)c3cccs3)cc2)cc1	102.0	12.7	-3.0	-2.0	-5.3	-1.7	-4.0	17.2	-5.8
38	COCCNC(=O)C1CCC(Cn2c(=S)[nH]c3ccccc3c2=O)CC1 (stereo not given)	100.0	-12.9	2.6	2.9	-24.2	-1.2	5.6	0.2	4.1
39	CC(=O)c1cccc(NC(=O)N2CCCC2C(=O)Nc2c(C)cccc2C)c1 (stereo not given)	104.0	18.2	0.1	-7.4	-5.0	0.0	2.1	3.6	-6.6
40	OC(CNCCC1C=Nc2ccccc21)Cn1c2ccc(Cl)cc2c2cc(Cl)ccc21 (stereo not given)	88.0	-8.1	-2.6	-64.5	11.7	-1.8	19.4*	-10.7	-31.0
41	O=C(OCC(=O)N1CCN(c2ccccc2)CC1)c1ccccn1	101.0	-3.0	-3.7	-1.3	2.7	0.8	0.8	1.0	-5.1
42	O=C(O)/C=C/C(=O)NCC1CCC(CNC(=O)/C=C/C(=O)O)CC1 (stereo not given)	99.0	41.6	-2.9	9.3	-1.4	-5.0	.	-8.2	-7.8
43	O=C(O)Cn1cnc2scc(-c3ccccc3)c2c1=O	106.0	14.1	-0.7	1.1	3.1	-1.2	1.1	6.6	-15.4
44	Cc1occc1C(=O)Nc1ccc2c(c1)OCO2	104.0	-17.2	1.5	5.2	-3.2	-4.7	-6.7	8.8	-0.3
45	O=[N+]([O-])c1nn(-c2ccccc2)[n+]([O-])c1N1CCN(c2ccccc2)CC1	101.0	8.3	-2.5	2.9	-1.3	-0.7	0.9	7.6	-19.0
46	COc1ccc(NC(=O)CCCC(=O)O)cc1Cl	104.0	5.0	-1.3	2.2	0.4	-0.3	-0.8	4.8	-3.0
47	Cc1cc(C)nc(Nc2ncc(O)n2-c2ccc(C)c(Cl)c2)n1	108.0	45.2	-4.5	11.2	-4.8	-4.1	0.7	-6.3	2.0
48	Cc1cccc(-n2c(C)nc3cc(C(=O)NCc4ccc5c(c4)OCO5)ccc32)c1	104.0	-54.6	-3.2	-5.9	-28.9	-4.5	3.3	1.7	0.9
49	Cc1ccccc1NS(=O)(=O)c1ccc(OCC(=O)NCC2CCCO2)cc1 (stereo not given)	100.0	38.1	-2.6	-3.2	-30.3	-0.5	3.6	-7.9	5.1
50	COc1ccc(CCN2C(=O)C3C4CC(C5C(C(=O)NN)=NOC45)C3C2=O)cc1OC (stereo not given)	100.0	21.6	-2.6	-0.7	-16.0	-5.7	4.5	-0.5	0.1

# Continued:
nr	SMILES	MEKK3 PB1 HTS	PHOSPHO1 block	IMP-1 inhibitor	HCV NS3 hel inh	FID counter	VIM-2 inhibitor	IDE cell activ	SUMO HTRF inh	p-CIP stab down
51	CCOc1ccc(NC(=O)CSc2nnc(N)s2)c([N+](=O)[O-])c1	69.0	8.5	0.7	-7.1	-2.1	-2.0	1.4	-0.9	6.0
52	Cc1ncc([N+](=O)[O-])n1Cc1ccc(Cl)cc1	105.0	-3.4	-3.5	0.4	2.0	-3.8	-2.5	-25.4	-10.0
53	CC(C)N1C(=O)N(c2cccc(Cl)c2)C(C)(O)CC1(C)C (stereo not given)	103.0	37.5	-2.5	8.0	-23.8	0.1	-1.1	-6.3	-0.3
54	Cc1oc(C(=O)Nc2ccc(C(=O)O)cc2)cc1COc1ccccc1	95.0	-0.1	3.6	26.4	-31.0	2.9	3.1	26.0	-1.3
55	CN1CCN(C(=O)CCN2C(=O)/C(=C/c3ccccc3Cl)SC2=S)CC1	106.0	44.9	-1.9	-8.9	5.1	-0.8	2.5	5.8	0.8
56	Cn1cccc1-c1cc(C(=O)N/N=C/c2ccc([N+](=O)[O-])cc2)[nH]n1	96.0	31.0	-1.1	3.8	-2.4	-2.0	4.9	-5.9	-1.6
57	CCC(=O)N/N=C(\C)CC(=O)Nc1ccc(F)cc1	101.0	-12.7	-0.8	3.4	-7.4	-0.2	-5.1	6.3	10.7
58	Cc1cccnc1NC(=S)Nc1ccc(F)cc1F	102.0	19.5	-2.8	5.4	-3.2	-2.6	-1.7	10.6	-7.9
59	O=C(c1ccco1)N1CCN(Cc2ccc(Br)cc2)CC1	103.0	24.1	-2.6	-1.2	-23.7	-2.6	3.2	-2.9	-9.7
60	O=C(Nc1ccc2c(c1)OCO2)c1cc2nc(C3CC3)cc(C(F)(F)F)n2n1	101.0	-4.6	-2.3	5.5	-3.3	-0.6	0.1	-11.2	-1.8

# Source: PubChem (several laboratories)

# An excerpt. The share of hits here may be higher or lower than overall.
